mIAP activ = activators of mouse IAP, primary screen, biochemical, luminescence, uHTS; muIAP, CDP-Star luminescence, 30 min; hits give high values; 1 = vehicle-only enzyme signal, 0 = enzyme-free wells; activation factor at 10 µM; 330,000 compounds, 0.24% hits; AID 2805, 2010;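 active = activation factor of at least 2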; note: the source names both 10 and 20 µM as test concentration; values of inactives mirror those of a sister screen read the other way
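also added = chemiluminescent substrate CDP-Star | test system = mouse IAP enzyme | signal = chemiluminescence readout | compound = DMSO-dissolved test compounds | incubation = 30 min at room temperature | benchmarks = DMSO wells, no-enzyme wells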
hIAP block = human IAP inhibitors, primary screen, biochemical, luminescence, uHTS | Intestinal-type alkaline phosphatase (Homo sapiens), P09923 | purified IAP, CDP-Star luminescence, 30 min | inhibition, % at 10 µM | 330,000 compounds, 0.12% hits | AID 2544, 2010;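 active = inhibition reaching a set limit with compound at 10 µM in the primary screen, cut at about 35% in these data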;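 note: plate controls were DMSO wells with enzyme for no effect and no-enzyme buffer wells for full effect; values of inactives mirror those of a sister screen read the other way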
MIN6 prolif = inducers of MIN6 beta-cell proliferation, primary screen, ATP luminescence, uHTS; proliferation, % at 10 µM; MIN6 cells proliferation, ATPlite luminescence, 48 h; cells starved in 0.2% serum; 100% = growth in 10% serum; AID 2380, 2010; 330,000 compounds, 0.29% hits;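 active = compounds whose signal lies at least 3.5 SD above the mean of all wells on their plate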;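 note: 0% = DMSO-treated cells in low-serum medium and 100% = 10% serum control; some compounds called inactive have numbers as strong as hits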
hIAP activ = human IAP activators, primary screen, biochemical, luminescence, uHTS | 330,000 compounds, 0.16% hits | purified human IAP, CDP-Star luminescence, 30 min; hits give high values; 1 = vehicle-only enzyme, 0 = enzyme-free background | activation factor at 10 µM | AID 2524, 2010 | Intestinal-type alkaline phosphatase (Homo sapiens), P09923;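 active = activation factor of the enzyme at least 2-fold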; note: the source names both 10 and 20 µM as test concentration; values of inactives mirror those of a sister screen read the other way
APOBEC3A inh = APOBEC3A ssDNA deaminase inhibitors, primary screen, selectivity assay for APOBEC3G inhibitor project, biochemical, FAM/TAMRA oligo cleavage fluorescence. DNA dC->dU-editing enzyme APOBEC-3A (Homo sapiens), P31941. recombinant A3A, FAM/TAMRA ssDNA deamination fluorescence. inhibition, % at 20 µM. 330,000 compounds, 0.41% hits;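 active = at least 40% inhibition at 20 µM here, with at most 30% in a related deaminase screen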;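 note: plate controls were A3A with DMSO for no effect and wells lacking A3A enzyme for full effect; some results filed as inactive read as strong as hits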
Target sequence (P31941 whole entry, looked up): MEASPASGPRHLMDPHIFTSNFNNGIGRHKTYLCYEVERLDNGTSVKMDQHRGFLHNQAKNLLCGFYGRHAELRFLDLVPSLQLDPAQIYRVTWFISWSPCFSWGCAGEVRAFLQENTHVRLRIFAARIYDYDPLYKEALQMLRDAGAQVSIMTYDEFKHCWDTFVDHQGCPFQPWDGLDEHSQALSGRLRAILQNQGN
APOBEC3G inh = APOBEC3G DNA deaminase inhibitors, primary screen, biochemical, fluorescence, single-stranded DNA substrate, uHTS. AID 493012, 2011. 330,000 compounds, 0.28% hits. inhibition, % at 20 µM. recombinant A3G, ssDNA deamination FAM/TAMRA fluorescence;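 active = inhibition of at least 40% at 20 µM, with no more than 30% in the related APOBEC3A deaminase screen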;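 note: plate controls were DMSO wells with A3G for no effect and wells lacking A3G enzyme for full effect; some compounds called inactive have numbers as strong as hits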
Target sequence (Q9HC16 whole entry, looked up): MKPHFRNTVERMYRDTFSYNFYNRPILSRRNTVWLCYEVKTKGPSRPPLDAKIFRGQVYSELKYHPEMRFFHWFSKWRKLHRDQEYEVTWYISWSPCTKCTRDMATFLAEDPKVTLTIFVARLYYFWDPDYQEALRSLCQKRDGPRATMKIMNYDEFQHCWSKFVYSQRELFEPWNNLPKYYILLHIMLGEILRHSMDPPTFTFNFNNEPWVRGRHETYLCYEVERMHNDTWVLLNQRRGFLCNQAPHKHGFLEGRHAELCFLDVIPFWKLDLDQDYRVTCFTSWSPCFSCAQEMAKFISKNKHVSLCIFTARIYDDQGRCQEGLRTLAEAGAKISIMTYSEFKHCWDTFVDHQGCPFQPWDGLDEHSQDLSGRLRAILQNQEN
NLRP3 yeast inh = NALP3 inflammasome inhibitors in reconstituted yeast, primary screen, luminescence, uHTS. Yeast reconstituted NLRP3/ASC/caspase-1, beta-gal luminescence, 24 h. 330,000 compounds, 0.39% hits. inhibition, % at 10 µM. AID 2825, 2010;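 active = inhibition of 50% or more; inactive = inhibition below 50%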;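 note: plate controls were induced DMSO wells for no effect and uninduced yeast grown without galactose for full effect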
mIAP inh = inhibitors of mouse IAP, primary screen, biochemical, luminescence, uHTS; intestinal alkaline phosphatase [Mus musculus]; inhibition, % at 10 µM; purified mouse IAP, CDP-Star luminescence, 30 min; 330,000 compounds, 0.2% hits;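 active = inhibition of at least 40% at 10 µM in the primary screen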;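 note: plate controls were DMSO with enzyme for no effect and no enzyme wells for full effect; values of inactives mirror those of a sister screen read the other way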
SENP1 FRET inh = human SENP1 catalytic domain inhibitors, primary screen, biochemical, FRET, uHTS; Sentrin-specific protease 1 (Homo sapiens), Q9P0U3; recombinant SENP1 catalytic domain, CyPet-SUMO1-YPet FRET cleavage; inhibition, % at 10 µM; 360,000 compounds, 0.21% hits;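 active = inhibition at least 30% at 10 µM, raw YFP signal under a set limit, fluorescence ratio 0.5 to 1.5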;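 note: 0% = enzyme with DMSO and 100% = no enzyme wells; some results filed as inactive read as strong as hits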
Target sequence (Q9P0U3 419-644 limits assumed): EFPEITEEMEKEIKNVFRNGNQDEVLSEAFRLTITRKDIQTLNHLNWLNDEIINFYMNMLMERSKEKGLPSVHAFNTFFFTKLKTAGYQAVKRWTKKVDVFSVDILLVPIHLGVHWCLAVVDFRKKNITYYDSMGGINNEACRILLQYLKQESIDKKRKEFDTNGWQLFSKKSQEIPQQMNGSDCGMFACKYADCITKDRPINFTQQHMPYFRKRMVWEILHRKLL
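Controls: no-enzyme wells low, DMSO-plus-enzyme wells high control. Test system: human recombinant His6-tagged SENP1 catalytic domain enzyme. Reagent: SFCypet-SUMO1-SFYpet FRET protein substrate, 25 nM final. Doses: one dose per compound, 10 µM, 0.5% DMSO. Detection: FRET, CFP and YFP emission. Timing: 50 min reaction at room temperature.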
* marks the source's active call; other numbers are inactive results; nt = not tested or not shown. Not all compounds are listed; the hit share may differ from the screen's.

SMILES	mIAP activ	hIAP block	MIN6 prolif	hIAP activ	APOBEC3A inh	APOBEC3G inh	NLRP3 yeast inh	mIAP inh	SENP1 FRET inh
Cc1cc(C)c[n+](C2=C([O-])c3ccccc3C(=O)/C2=N\S(=O)(=O)c2cccs2)c1	0.92	2	-6	0.98	2	-11	16	8	0
O=S(=O)(NCc1ccccn1)c1cccc2nsnc12	1	5	-1	0.95	-4	-7	3	-2	2
N#CCC(=O)Nc1ccc(C(=O)OCC(=O)N(Cc2ccccc2)C2CCS(=O)(=O)C2)cc1 (configuration not stated)	1.1	-5	1	1.1	1	11	14	-9	-6
COc1ccc(N(C)C(=O)C2CCCN2S(=O)(=O)c2cccc3nsnc23)cc1 (configuration not stated)	0.84	-23	-1	1.2	-2	-8	8	16	1
O=C(Cn1cnc2ccccc2c1=O)NCC(=O)N1CCN(Cc2ccc3c(c2)OCO3)CC1	1.1	7	-2	0.93	5	3	13	-7	0
C=CCC[C@@H](Cc1ccc(F)cc1)C(=O)OC[C@@H]1CCCN1C(=O)[C@H](CC=C)CC(=O)N[C@H](CO)Cc1ccccc1	1	-12	-6	1.1	-1	-4	2	-3	0
COc1ccc(CSc2nnnn2C)cc1[N+](=O)[O-]	1	-2	-3	1	-4	-4	2	-1	2
Cc1cc(CN(C)C(=O)c2cc(COc3ccc(F)cc3Cl)on2)n[nH]1	0.9	-10	2	1.1	-1	-4	21	10	2
Cc1ccc(NC(=O)NC2CCCCCCC2)cc1	1.7	-18	-3	1.2	1	-1	24	-69	2
COc1cc(NC(=O)C(C)Oc2ccccc2)c(C(=O)O)cc1OC (configuration not stated)	0.96	0	-3	1	-1	-1	-13	4	2
COC(CNC(=O)CN1C(=O)COc2ccc(S(=O)(=O)N3CCOCC3)cc21)OC	1	-2	-2	1	0	-2	8	-2	2
O=C1OCCN1C(=O)[C@H]1[C@H](c2ccccc2)C(c2cccc(Cl)c2)=NN1c1ccc(Br)cc1	1.2	nt	nt	nt	2	-1	nt	-22	-28
O=C(O)CNC(=O)c1ccc(NC(=O)/C(=C/c2ccccc2)NC(=O)c2ccco2)cc1	1	-18	-1	1.2	-2	-5	17	-1	0
O=C(NCCc1cccs1)C1CC(c2ccccc2[N+](=O)[O-])=NO1 (configuration not stated)	1.1	14	9	0.85	-2	-7	25	-6	1
Cc1cc(C(=O)Oc2cccnc2)ccc1[N+](=O)[O-]	1	-26	2	1.3	0	-13	-9	-3	2
CCOc1ccc(NS(=O)(=O)c2ccc(OC)c(NC(=O)c3ccc4c(c3)OCCO4)c2)cc1	0.94	-4	1	1	-1	-7	15	6	2
O=C(NCCN1CCOCC1)c1cc(Cl)ccc1Cl	1	-6	1	1.1	1	-29	17	-4	2
C=CCN1CCN(C(c2ccc(Cl)cc2)c2nnnn2CCc2ccc(OC)c(OC)c2)CC1 (configuration not stated)	0.91	-15	0	1.1	-4	-3	0	9	2
CCOC(=O)C1CCN(C(=O)Nc2ccc3c(c2)nc(C)n3C)CC1	1.1	-22	-2	1.2	-9	-6	12	-10	0
COc1ccc(CNC(=O)c2cc(SC)ccc2Cl)cc1OC	1	7	2	0.93	2	-3	17	-2	4
Cc1nc(C)c(-c2csc(Nc3cccc(O)c3)n2)s1	0.96	3	-4	0.97	-2	-1	21	4	2
CC(=O)c1ccc(N2CCN(C(=O)CCc3ccccc3)CC2)cc1	0.96	-21	-6	1.2	8	3	14	4	4
COc1ccc(NC(=O)c2cc(S(=O)(=O)N3CCCCC3)ccc2OC)cc1	1	-30	-2	1.3	-1	-1	18	-3	3
O=C(Nc1cccc(S(=O)(=O)N2CCCCC2)c1)c1cnccn1	0.97	0	1	1	2	-2	15	3	-1
C=CCN(C(=O)CN1CCCCC1)c1nc(-c2ccccc2)cs1	1	20	0	0.8	-5	-3	30	-2	0

(cont.)
SMILES	mIAP activ	hIAP block	MIN6 prolif	hIAP activ	APOBEC3A inh	APOBEC3G inh	NLRP3 yeast inh	mIAP inh	SENP1 FRET inh
CC(C)Oc1ccc(C(=O)Nc2nnc(C3=COCCO3)o2)cc1	1	-39	-6	1.4	-2	14	7	-3	-2
COc1cc(OC)cc(C(=O)NCC2CCCN(Cc3cccc(C(C)=O)c3)C2)c1 (configuration not stated)	1	0	-2	1	-1	-8	21	-2	-3
C/C(=N\NC(=O)c1cccc(O)c1)c1ccc(NC(=O)Cc2ccccc2)cc1	1	23	-6	0.77	-4	0	-8	0	0
CCn1cc(C(=O)NCc2ccccc2OC)c(=O)c2cc(S(=O)(=O)N(C)C)ccc21	0.9	0	1	1	-1	-1	29	10	-1
O=C(NC(=S)Nc1ccc(N2CCCCC2)c(Cl)c1)c1ccc2c(c1)OCCO2	0.8	6	-5	0.94	-1	0	10	20	2
Nc1c(C(=O)Nc2ccccc2)sc2nc(-c3ccco3)ccc12	0.73	10	-2	0.9	14	8	15	27	-20
CCOC(=O)c1ccc(Oc2cc(C)nc(SC)n2)cc1	0.92	14	-4	0.86	-4	-6	11	8	1
Cc1ccc(S(=O)(=O)Nc2cccc(C(=O)N3CCC(C(N)=O)CC3)c2)cc1	1	6	2	0.94	0	-2	-12	-1	1
CCOc1ccccc1N(CC(=O)NCCSc1ccccn1)S(=O)(=O)c1ccccc1	1.1	-2	0	1	0	-2	23	-7	-1
O=C(CSc1nc2sc3c(c2c(=O)n1-c1ccccc1)CCCC3)N/N=C/c1ccccc1C(=O)O	0.96	-2	2	1	-2	0	19	4	4
O=C(CCSc1ccccc1)NCCSCc1ccco1	1	5	0	0.95	-1	-2	14	-2	-1
N#CC1(C#N)C2=C(CCCC2)NC(c2ccccc2)C1(C#N)C#N (configuration not stated)	0.88	15	-4	0.85	1	-3	-3	12	nt
CN(C)S(=O)(=O)c1ccc(C(=O)OCC(=O)Nc2sc3c(c2C#N)CCCCC3)cc1	0.91	-9	-3	1.1	-2	-8	20	9	0
O=C(CCCCCn1c(=S)[nH]c2ccc(N3CCOCC3)cc2c1=O)NCc1cccc(Cl)c1	0.91	14	-4	0.85	3	22	18	9	-33
O=C(CCCN1C(=O)/C(=C\c2ccccc2)SC1=S)Nc1ccc(O)cc1C(=O)O	1	-4	-2	1	1	5	5	0	4
CC(=O)c1cccc(NC(=O)c2c(C)nn(-c3ccccc3)c2Cl)c1	0.97	-2	-1	1	-1	-4	-7	3	1
N#CC1=C(N)Oc2n[nH]c(-c3ccccc3)c2C1c1cccc(OC(=O)N2CCOCC2)c1 (configuration not stated)	0.95	1	2	0.99	0	-2	-4	5	3
CCOC(=O)c1ccccc1NC(=O)C1CC(=O)N(C(C)(C)C)C1 (configuration not stated)	1	18	-4	0.82	3	-1	17	-1	0
O=C(c1ccccc1)N1N=C(c2ccccc2)CC1(O)C(F)(F)F (configuration not stated)	0.99	-12	-5	1.1	38	6	8	1	4
C/C(CC(=O)NC12CC3CC(CC(C3)C1)C2)=N\NC(=O)c1ccc(C)cc1	0.96	-5	-3	1.1	-1	-5	16	4	2
CCOC(=O)c1ccc(NC(=S)N(CCN(C)C)C(C)c2ccncc2)cc1 (configuration not stated)	0.92	0	-3	1	-6	-6	17	8	3
CCc1nnc(NS(=O)(=O)c2ccc(NC(=O)/C=C/c3ccc(F)cc3)cc2)s1	0.9	-8	-4	1.1	-3	-9	11	10	-1
O=C(COC(=O)c1cc(S(=O)(=O)N2CCOCC2)c(Cl)cc1Cl)NCc1ccco1	0.97	-7	-5	1.1	8	10	1	3	3
NC(=O)COC(=O)c1ccc(-c2ccc(O)cc2)cc1	1	-5	0	1	2	0	-7	-4	3
CCOc1ccc(-c2nc3n(c(=O)c2C#N)CCS3)cc1	1	-25	1	1.3	2	0	-8	-1	-18

More compounds
SMILES	mIAP activ	hIAP block	MIN6 prolif	hIAP activ	APOBEC3A inh	APOBEC3G inh	NLRP3 yeast inh	mIAP inh	SENP1 FRET inh
CC(C)(C)c1cnnn1-c1ccc(/C=N/Nc2ccc([N+](=O)[O-])cc2)cc1	0.82	-7	-6	1.1	-2	-5	34	18	-25
COc1ccc(-c2nc3ccccc3n2OCC(=O)O)cc1	0.98	-16	-4	1.2	-4	-4	4	2	-3
COc1ccc2nc(/C(C#N)=C\c3ccc(C(=O)O)cc3)[nH]c2c1	1	11	-1	0.89	-1	-6	4	0	-24
COc1ccc(CCNC(=O)C(=O)Nc2ccc3c(c2)OCO3)cc1OC	1	1	-1	0.99	0	-5	-12	-1	1
COc1ccc(-c2cn(CCCOCc3ccccc3)nn2)cc1	1	12	-2	0.89	-1	-4	29	-2	0
CCC(=O)Nc1c(C)ccc2nsnc12	0.99	12	0	0.88	0	0	2	1	3
COc1ccccc1N1CCN(C(=O)c2cccs2)CC1	0.88	6	-2	0.94	-3	-9	29	12	1
CCN(CC)C(=O)/C(=C/c1ccc2c(c1)OCO2)NC(=O)c1ccc(Br)cc1	1.1	-50	-2	1.5	12	-6	4	-6	-49

Nothing new here: 7 of the compounds above.
SMILES	mIAP activ	hIAP block	MIN6 prolif	hIAP activ	APOBEC3A inh	APOBEC3G inh	NLRP3 yeast inh	mIAP inh	SENP1 FRET inh
NC(=O)COC(=O)c1ccc(-c2ccc(O)cc2)cc1	1	-5	0	1	2	0	-7	-4	3
CCOc1ccc(-c2nc3n(c(=O)c2C#N)CCS3)cc1	1	-25	1	1.3	2	0	-8	-1	-18
CC(C)(C)c1cnnn1-c1ccc(/C=N/Nc2ccc([N+](=O)[O-])cc2)cc1	0.82	-7	-6	1.1	-2	-5	34	18	-25
COc1ccc(-c2nc3ccccc3n2OCC(=O)O)cc1	0.98	-16	-4	1.2	-4	-4	4	2	-3
COc1ccc2nc(/C(C#N)=C\c3ccc(C(=O)O)cc3)[nH]c2c1	1	11	-1	0.89	-1	-6	4	0	-24
COc1ccc(CCNC(=O)C(=O)Nc2ccc3c(c2)OCO3)cc1OC	1	1	-1	0.99	0	-5	-12	-1	1
COc1ccc(-c2cn(CCCOCc3ccccc3)nn2)cc1	1	12	-2	0.89	-1	-4	29	-2	0

Screens (PubChem)
